# ADAM17 inh – ADAM17 inhibitors, primary screen, biochemical, QFRET | Disintegrin and metalloproteinase domain-containing protein 17 (Homo sapiens), P78536 | recombinant ADAM17, EDANS/DABCYL FRET peptide cleavage | inhibition, % at 6.95 µM | 370,000 tested, 0.83% active;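 active = inhibition above the mean of compounds lying between control limits plus 3 SD, set per campaign, cut at about 8.5% in these data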;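 also: 0% = DMSO-only wells as the low control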
# ARFGAP1 inh – inhibitors of rat ARFGAP1 GAP activity, primary screen, biochemical, fluorescence polarization, GDP tracer; Arfgap1-stimulated ARF1 GTP hydrolysis, GDP FP detection; inhibition, % at 16.5 µM; 360,000 tested, 0.26% active; AID 651572, 2012;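 active = inhibition above a per-plate limit, mean inhibition of low control wells plus 3 SD, cut at about 25% in these data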;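 also: 0% = DMSO wells with enzyme and 100% = wells lacking Arfgap1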
# Target sequence (Q62848 1-136 limits assumed): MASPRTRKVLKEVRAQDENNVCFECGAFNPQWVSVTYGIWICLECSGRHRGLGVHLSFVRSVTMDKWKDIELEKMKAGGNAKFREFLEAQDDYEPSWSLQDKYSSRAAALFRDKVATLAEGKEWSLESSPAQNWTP
#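 Replicates: Single well per compound | Assay system: Truncated rat Arfgap1 GAP domain | Control set: No-Arfgap1 wells (100%) versus DMSO full-reaction wells (0%) | Times: Enzyme reaction 120 min at 25 °C after 20 min preincubation | Reagent: Human ARF1(Δ1-17)-GTP substrate | Measured by: Tracer-displacement fluorescence polarization with EDTA stop, 620/688 nm | Measure: Percent inhibition of Arfgap1-stimulated GTP hydrolysis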
# DDE Tn6 FP inh – inhibitors of Tn6 peptide binding to fibrin DD(E), primary screen, biochemical, fluorescence polarization, human fibrin, Tn6 probe. 370,000 tested, 0.21% active. inhibition, % at 8.3 µM. Fibrinogen beta chain (Homo sapiens), P02675. Fibrin DD(E) TRITC-Tn6 fluorescence polarization displacement;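 active = inhibition above a per-campaign cutoff: mean of compounds within control limits plus 3 SD, cut at about 15% in these data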;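 also: 0% = median of all compound wells on the plate and 100% = blocking peptide control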
# PLC-beta3 inh – human PLC-beta3 inhibitors, primary screen, biochemical, fluorescence; 1-phosphatidylinositol 4,5-bisphosphate phosphodiesterase beta-3 (Homo sapiens), Q01970; 370,000 tested, 0.18% active; inhibition, % at 12.2 µM; Purified PLC-beta3, fluorogenic substrate; in the data active = inhibition above about 11%;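 also: 0% = median of compound wells on plate and 100% = full blocker control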
# KLK7 zymogen act – proKLK7 zymogen activators, primary screen, biochemical, fluorescence intensity. Kallikrein-7 (Homo sapiens), P49862. purified proKLK7, EDANS-DABCYL substrate fluorescence; 100% is mature enzyme control, 0% vehicle. activation, % at 7 µM. 370,000 tested, 0.9% active. AID 652039, 2013;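 active = activation above the mean of all tested compounds plus 3 SD, computed per campaign excluding outliers beyond control limits, cut at about 13% in these data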
# Target sequence (P49862 whole entry, looked up): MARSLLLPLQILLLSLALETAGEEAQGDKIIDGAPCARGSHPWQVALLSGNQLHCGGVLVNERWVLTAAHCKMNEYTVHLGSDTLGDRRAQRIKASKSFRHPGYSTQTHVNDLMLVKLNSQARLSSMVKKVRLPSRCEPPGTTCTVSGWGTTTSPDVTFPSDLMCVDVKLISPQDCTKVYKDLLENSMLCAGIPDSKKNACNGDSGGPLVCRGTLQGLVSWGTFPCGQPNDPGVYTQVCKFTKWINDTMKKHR
# MBD2 inh – inhibitors of MBD2 binding to methylated DNA, primary screen, biochemical, TR-FRET, DNA-binding domain, human; inhibition, % at 4.4 µM; AID 686964, 2013; MBD2 binding to methylated oligonucleotide; Methyl-CpG-binding domain protein 2 (Homo sapiens), Q9UBB5; 370,000 tested, 0.31% active; in the data active = inhibition above about 13%
# Target sequence (Q9UBB5 whole entry, looked up, the tested form may be a part): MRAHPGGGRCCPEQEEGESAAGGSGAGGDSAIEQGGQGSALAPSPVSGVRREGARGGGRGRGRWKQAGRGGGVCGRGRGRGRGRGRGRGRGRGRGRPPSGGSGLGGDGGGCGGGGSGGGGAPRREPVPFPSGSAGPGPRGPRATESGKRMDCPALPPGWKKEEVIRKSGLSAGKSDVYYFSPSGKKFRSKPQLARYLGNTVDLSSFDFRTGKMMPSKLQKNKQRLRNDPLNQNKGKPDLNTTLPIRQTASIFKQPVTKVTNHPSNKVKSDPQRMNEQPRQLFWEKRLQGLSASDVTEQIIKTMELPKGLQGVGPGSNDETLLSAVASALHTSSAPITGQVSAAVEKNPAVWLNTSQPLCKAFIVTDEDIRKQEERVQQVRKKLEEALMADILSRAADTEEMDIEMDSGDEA
# UHRF1 MBD2 ctr – UHRF1 methylated DNA binding inhibitors, primary screen, counter-screen for MBD2 inhibitor project, biochemical, TR-FRET, human UHRF1, single concentration | inhibition, % at 4.4 µM | 370,000 tested, 0.75% active | E3 ubiquitin-protein ligase UHRF1 (Homo sapiens), Q96T88 | UHRF1 binding to methylated oligo; in the data active = inhibition above about 21%;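 also: UHRF1 SRA domain binding a hemimethylated CpG hairpin DNA probe; 0% = median of test compound wells and 100% = reference inhibitor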
# PLC-gamma1 inh – PLC-gamma1 enzyme inhibitors, primary screen, biochemical, fluorescence, purified enzyme | 1-phosphatidylinositol 4,5-bisphosphate phosphodiesterase gamma-1 (Homo sapiens), P19174 | fluorogenic substrate | inhibition, % at 12.2 µM | 370,000 tested, 0.84% active | AID 720700, 2013; in the data active = inhibition above about 9.5%
# ASAP1 inh – inhibitors of human ASAP1 ArfGAP activity, primary screen, biochemical, fluorescence polarization; 360,000 tested, 0.19% active; ASAP1-stimulated ARF1 GTP hydrolysis, GDP FP detection; inhibition, % at 16.5 µM; in the data active = inhibition above about 25%;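 also: 0% = vehicle with enzyme and substrate and 100% = no enzyme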
# Tn7 DDE FP – inhibitors of Tn7 peptide binding to fibrin DD(E), primary screen, biochemical, fluorescence polarization, human fibrin, Tn7 probe; FP displacement of FITC-Tn7 peptide from fibrin DD(E); 0% = median of compound wells per plate; inhibition, % at 8.3 µM; 370,000 tested, 0.13% active;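 active = inhibition above the mean of compounds falling within the control limits plus 3 SD of them, cut at about 14% in these data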;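 also: 0% = plate median of compound wells and 100% = 10 µM Aha-Tn7 peptide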
#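 Measure: % inhibition scaled between sample-field median and high-control FP; Test system: human fibrin DD(E); Quantity: 2 µM final DD(E) protein; Doses: one dose, 8.3 µM nominal; Schedule: compound with protein 10 min, then 3 h after probe, room temperature; Detection: fluorescence polarization; Medium: Tris buffer with calcium and detergent, pH 7.8.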
# Active calls of the source: *; i = inactive. Compounds were not picked by outcome; 4.1% or so of the library scored in one or more.
SMILES,ADAM17 inh,ARFGAP1 inh,DDE Tn6 FP inh,PLC-beta3 inh,KLK7 zymogen act,MBD2 inh,UHRF1 MBD2 ctr,PLC-gamma1 inh,ASAP1 inh,Tn7 DDE FP
Cc1ccccc1OCC(=O)Nc1ccccc1-c1ccccc1NC(=O)COc1ccccc1C,0.1,4.0,-6.2,-1.0,0.6,0.6,-1.7,1.4,-15.8,6.6
CNC(=O)CN(c1cccc2ccccc12)S(C)(=O)=O,-1.5,2.2,-5.7,1.3,0.8,1.9,0.5,1.3,-2.1,0.3
CCOc1cc(/C=C\c2nc(O)c([N+](=O)[O-])c(=O)[nH]2)ccc1OC(C)CC (stereo not given),2.1,-8.6,3.2,0.1,-0.3,2.1,1.5,1.2,7.5,0.3
COc1ccc(Cl)cc1CNCCCSc1ncccn1,-5.2,1.5,0.3,-5.2,-0.3,0.1,-2.5,1.7,-13.7,-1.8
CC(C)(C)C1CCc2sc(-c3nnc(CCl)o3)cc2C1 (stereo not given),-2.7,-6.1,2.6,-1.6,-1.4,5.2,4.8,-2.8,5.6,-3.2
CC(NC(=O)C(=O)N/N=C/c1ccccc1)c1ccccc1 (stereo not given),-4.5,7.3,5.9,0.5,0.5,-5.2,-1.8,1.1,4.8,1.7
CCCCN1C2=NC(c3ccccc3)CN2c2ccccc21 (stereo not given),1.0,-8.6,1.8,-4.2,0.7,-0.9,0.2,2.9,-3.0,-2.4
CCOC(=O)N1CCN(C(=S)NC(=O)c2ccc(F)c(F)c2)CC1,-4.3,-0.2,1.4,-9.1,0.3,2.9,9.7,-3.1,-4.0,-3.8
CC(C)CNC(=O)C1(C)CCCCCN1C(=O)c1csnn1 (stereo not given),-0.3,5.0,-8.3,2.4,-0.1,3.7,-5.3,3.8,-0.2,-3.7
CCn1c(SCC(=O)Nc2ccc3c(c2)OCO3)nnc1-c1ccccc1O,1.9,17.7,3.8,-2.6,0.2,8.0,6.2,-2.3,-5.7,1.7
O=C(/C=C\Nc1ccc2c(c1)OCO2)c1ccc2c(c1)OCO2,-0.1,-9.3,-5.2,-62.4,0.6,2.6,0.7,-50.7,-8.1,1.6
CCC(=O)c1ccc(OCC(=O)NNC(=O)c2cc(C)oc2C)cc1,5.5,11.6,4.6,2.4,-0.5,-0.7,-0.1,1.9,-0.4,-10.8
CCOc1ccc(OCC)c(NC(=O)CCn2c(=O)oc3ccccc32)c1,-3.1,-2.6,-2.8,0.4,0.1,0.3,-2.7,-1.1,9.8,3.6
COc1ccc(C(=O)NCc2nc(C)c(C)s2)cc1OC1CCN(C(C)C)CC1,-2.9,16.0,2.9,-7.7,-0.1,3.4,3.8,0.1,-6.0,-3.6
CC(=O)Nc1cccc(C(=O)NNC(=O)c2ccc(-n3cnnn3)cc2)c1,-5.6,2.0,2.2,-1.5,-0.5,-1.2,-1.1,3.6,-4.8,-1.2
CCOC(=O)/C(C#N)=C/c1ccc(N2CCCCC2)cc1,3.9,14.0,0.5,-24.6,0.6,-5.2,-1.7,-16.1,12.5,-1.3
Cc1[nH]c2ccc(C(=O)NC3CCCC3)cc2c1C,1.0,9.2,-2.9,-13.3,0.5,4.1,-1.8,-8.1,4.1,5.7
O=C(c1ccccc1)N1CCN(S(=O)(=O)N2CCCCCC2)CC1,-2.8,-0.2,6.9,-7.7,0.2,4.7,-0.2,-0.5,-0.5,2.5
CC1(C(=O)Nc2ccc3c(c2)OCCO3)CCN1Cc1ccccc1OC(F)F (stereo not given),-0.6,-1.6,-2.5,2.4,0.3,1.3,0.7,1.4,-16.1,-5.2
COc1ccc(Cc2nc3ccc(C(=O)NC(C)c4cn(C)nc4C)cc3o2)cc1 (stereo not given),-2.2,-8.1,7.0,-4.8,-1.1,2.7,-3.0,-3.8,-17.7,6.7
C=CCNC(=S)NN=C1CCCCCCC1,-1.4,-4.3,-0.7,-4.4,-0.3,-3.4,-0.8,0.6,3.2,-1.9
O=C(NCCN1CCN(c2ccccc2F)CC1)c1cccn2c(=O)c3ccccc3nc12,-8.3,-0.9,-5.2,-96.7,-1.5,-7.3,0.6,-76.2,3.1,-1.9
O=C(CS(=O)(=O)Cc1ccccc1)NCc1ccco1,-1.1,10.0,11.9,-3.3,0.6,-3.4,-1.2,-0.1,-1.8,-2.0
COc1cccc(NC(=O)CN(C)C(=O)c2cc(C3CC3)nn2-c2ccccc2)c1,0.9,-4.1,4.3,-4.5,0.4,-2.6,0.2,-2.2,2.4,-1.7
COc1cc(NC(=O)C(Cc2ccccc2)n2cccc2)cc(OC)c1 (stereo not given),3.1,-0.8,0.7,-3.7,0.2,-2.4,-0.4,0.6,-8.0,-3.2
CC(=O)NC(=S)Nc1ccccc1N1CCCCC1,1.4,-2.9,-0.2,1.1,0.3,6.0,6.7,0.5,9.4,3.8
COC(=O)C1=NN(C(=O)c2cccc(Cl)c2)C(O)(C(C)(C)C)C1 (stereo not given),-0.4,7.8,0.3,-1.1,-0.6,-2.3,-2.9,0.2,3.2,-6.4
CC(C)CC(=O)Nc1ccccc1N1CCN(c2ccccc2)CC1,-3.6,-1.8,-2.0,-0.3,0.0,-0.6,-0.1,-0.6,-5.5,7.1
CCC(C)n1c(SCC(=O)/C(C#N)=C(\C)N)nc2ccccc2c1=O (stereo not given),-0.5,18.0,3.6,-0.6,0.6,2.1,2.2,-0.4,8.6,5.6
Fc1ccc(NC2=NCCCCC2)cc1,0.6,3.4,-3.4,0.3,-0.1,-5.4,-1.3,-0.6,-6.3,-7.4
COc1ccc(C2CC(c3ccccc3F)=NN2c2ccc(S(N)(=O)=O)cc2)cc1 (stereo not given),i,1.7,-10.6,i,-194.5,-1.7,-1.7,i,-0.5,-8.3
CCOC(=O)CC(=O)Nc1ccn[nH]1,2.6,15.9,-3.2,-6.2,0.0,1.5,0.2,-0.4,4.2,-6.6
CC(=O)OCc1c(-c2ccccc2)c2cc([N+](=O)[O-])ccc2n1C,0.8,9.6,-6.6,-8.1,0.1,2.3,-0.6,4.2,-1.0,1.3
O=C(Nc1ncnc2sc3c(c12)CCCCC3)c1ccc(F)cc1,-3.7,-6.3,-2.9,-0.4,-0.1,-0.2,0.5,-1.1,2.0,1.3
Cc1cnc(NC(=O)c2ccc3c(c2)C(=O)N(Cc2ccco2)C3=O)s1,1.1,4.1,-6.8,4.5,0.4,-4.0,1.3,1.9,-13.1,3.1
Cc1ccc(-n2c(SCc3ccc(C#N)cc3)nnc2-c2ccccn2)cc1,1.1,2.0,4.6,2.8,0.7,-2.1,2.1,3.6,6.9,-3.1
O=C(Nc1ccccc1F)Nc1cc(Cl)ccc1-n1cncn1,2.1,0.8,5.8,-1.6,0.3,2.7,-0.7,0.8,3.1,-4.7
COC(=O)[C@@]12C[C@@H](CC(=O)NCC34CC5CC(CC(C5)C3)C4)C(=O)N(Cc3ccc4c(c3)OCO4)C1=CCC(C)(C)C2,0.5,20.7,9.2,1.1,0.8,3.7,1.4,5.5,-0.2,6.5
O=C(CN1C(=O)NC(Cc2ccccc2)C1=O)Nc1ccccc1OC(F)F (stereo not given),-8.4,8.9,-3.4,-2.9,0.0,1.7,1.4,1.5,1.6,-2.7
O=C1/C(=C\c2ccco2)CCC/C1=C\c1ccco1,1.1,-8.8,4.6,-47.0,1.6,18.6*,55.9*,-33.6,3.9,0.9
CN(C)CCNC(=O)Cn1nc(C(F)F)cc1C1CC1,-2.6,-4.7,2.8,2.6,0.2,3.7,0.4,5.1,-1.9,0.0
c1coc(-c2nnc3sc(-c4cccs4)nn23)c1,2.6,1.4,10.2,-20.1,0.6,-10.1,-44.3,-16.5,-1.2,4.1
O=C(NC1CCCCC1)c1ccccc1C(F)(F)F,7.4,-3.8,-5.2,-1.2,0.4,-4.5,3.8,3.8,-2.8,1.5
Cc1ccc(NC(=O)c2nc[nH]c2C(=O)N2CCC(C)CC2)cc1,-2.1,-4.9,1.8,-0.4,1.2,4.5,0.6,-1.7,0.1,7.7
COc1ccc(N2CCN(c3nc4c(c(=O)n(C)c(=O)n4C)n3Cc3ccccc3)CC2)cc1,-1.0,3.5,2.7,-1.3,-0.8,7.9,1.2,2.8,7.6,0.8

# Entries of single compounds, quoted from the list. Order of values: ADAM17 inh	ARFGAP1 inh	DDE Tn6 FP inh	PLC-beta3 inh	KLK7 zymogen act	MBD2 inh	UHRF1 MBD2 ctr	PLC-gamma1 inh	ASAP1 inh	Tn7 DDE FP
# O=C(Nc1ccccc1F)Nc1cc(Cl)ccc1-n1cncn1 is listed with 2.1	0.8	5.8	-1.6	0.3	2.7	-0.7	0.8	3.1	-4.7
# c1coc(-c2nnc3sc(-c4cccs4)nn23)c1 is listed with 2.6	1.4	10.2	-20.1	0.6	-10.1	-44.3	-16.5	-1.2	4.1
# O=C(NC1CCCCC1)c1ccccc1C(F)(F)F is listed with 7.4	-3.8	-5.2	-1.2	0.4	-4.5	3.8	3.8	-2.8	1.5
# CCOC(=O)CC(=O)Nc1ccn[nH]1 is listed with 2.6	15.9	-3.2	-6.2	0.0	1.5	0.2	-0.4	4.2	-6.6

# Next section:
SMILES,ADAM17 inh,ARFGAP1 inh,DDE Tn6 FP inh,PLC-beta3 inh,KLK7 zymogen act,MBD2 inh,UHRF1 MBD2 ctr,PLC-gamma1 inh,ASAP1 inh,Tn7 DDE FP
Cc1cccc(N(C)C(=O)CCS(=O)(=O)c2cc3c(cc2Cl)NC(=O)CO3)c1,-0.7,-4.6,3.8,4.5,0.1,-1.1,-1.7,0.8,-9.7,-1.7
CCN(Cc1cc(=O)n2ccsc2n1)c1cccc2ccccc12,-16.4,16.5,0.0,-89.5,-7.2,-1.0,-3.6,-83.5,0.7,-4.0
COc1cccc(NC(=O)Nc2ccc3c(c2)OCO3)c1,-0.9,2.9,-4.1,-7.2,-0.2,-2.2,0.6,-2.1,-6.7,1.3
Cc1ccc(C23CC4CC(CC(C(=O)OCC(=O)NC5CCS(=O)(=O)C5)(C4)C2)C3)cc1 (stereo not given),-1.0,-4.8,11.0,-0.7,0.7,5.0,-1.3,-1.2,-7.8,-0.6
Cc1ccc(O)c(CNc2nccs2)c1,1.6,-7.8,2.0,-3.4,0.1,1.8,-1.2,4.2,2.3,-6.7
